Assay outcomes (PubChem BioAssay)
core dimer inh: blocks dimerization of HCV core protein | TR-FRET GST/Flag-core106 dimerization, 1536-well | inhibition, % at 5 µM | actives 0.33% (n = 300,000) | AID 1899;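 active = inhibition above the mean of all tested compounds plus 3 SD, set per screening campaign, cut at about 45% in these data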
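Assay system: Tagged HCV core106 pair (GST and Flag) | Buffer or medium: KF-containing HEPES buffer, pH 7.45, DTT, CHAPS, BSA | Also added: Eu donor and XL665 acceptor anti-tag antibodies | Dosing: One concentration, 5 µM, in 0.5% DMSO | Timing: 4 h at 22.5 °C | Technique: TR-FRET 671 and 617 nm emission | Repeats: Singlicate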
VLA-4 inh: inhibition in a human VLA-4 binding assay; P13612; VLA-4 expressing cells, ligand binding flow cytometry; inhibition, % (about 7 µM as worked out from the volumes in the protocol); actives 0.2% (n = 330,000); AID 2557; in the data active = inhibition above about 50%
Fh CTSL1 inh: counter-screen for PFM18AAP inhibitors: inhibitors of F. hepatica cathepsin L1; recombinant F. hepatica cathepsin L1, Z-Leu-Arg-MCA fluorescence; inhibition, % at 5.96 µM; actives 0.49% (n = 300,000);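 active = inhibition above the mean of all tested compounds plus 3 SD, set per screening campaign, cut at about 17% in these data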;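 note: 0% = plate median of test compound wells and 100% = 1 µM Z-Phe-Ala-diazomethylketone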
GASC-1 inh: inhibitors of human GASC-1 (JMJD2C) demethylase; Q9H3R0; GST-JMJD2C(1-420) H3K9me3 demethylation, DELFIA europium; inhibition, % at 2.35 µM; actives 0.069% (n = 330,000);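 active = more than half of a compound's replicate wells show inhibition beyond 50%, single wells judged on their own value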;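 note: signal counts dimethyl H3K9 product captured on neutravidin plate; 0% = median of DMSO wells and 100% = 0.3 times that DMSO median; strong numbers were not always called active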
PP1 counter: blocks human PP1-alpha phosphatase, a PP5 counter-screen | inhibition, % at 6.7 µM | purified PP1alpha, OMFP fluorescence | actives 0.9% (n = 320,000) | AID 2235;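 active = inhibition above the mean inhibition of all tested compounds plus 3 SD, computed separately for each screening campaign, cut at about 15% in these data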
proCasp3 act: activators of human procaspase-3. P42574. recombinant procaspase-3 D3A, Ac-DEVD-pNA absorbance 405 nm. activation, % at 8.5 µM. actives 0.11% (n = 330,000). AID 463141;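 active = activation above the mean of all tested compounds plus 3 SD, cut at about 21% in these data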;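 note: 0% = DMSO alone and 100% = DMSO wells spiked with extra 5 µM PC-3 D3A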
Target sequence (P42574 whole entry D9A/D28A/D175A): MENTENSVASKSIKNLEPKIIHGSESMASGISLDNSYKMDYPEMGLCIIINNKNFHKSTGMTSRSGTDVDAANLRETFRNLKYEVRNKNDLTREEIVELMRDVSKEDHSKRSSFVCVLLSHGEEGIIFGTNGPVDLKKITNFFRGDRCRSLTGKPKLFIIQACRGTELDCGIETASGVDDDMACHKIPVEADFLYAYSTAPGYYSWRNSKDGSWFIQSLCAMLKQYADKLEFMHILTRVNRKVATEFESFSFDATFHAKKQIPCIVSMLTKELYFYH
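Technique: 405 nm absorbance of p-nitroaniline, reads at 0 and 120 min; Test system: Procaspase-3 D3A mutant; Incubation: 1 h enzyme-compound preincubation, then 2 h substrate reaction, 25 °C; Repeats: singlicate, each compound tested once; Benchmarks: low control DMSO wells, high control DMSO plus 5 µM PC-3 D3A.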
PP5 primary: inhibitors of human protein phosphatase 5 (PP5); P53041; purified PP5c, OMFP substrate fluorescence; inhibition, % at 6.7 µM; actives 0.18% (n = 320,000); AID 1987;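 active = inhibition above the campaign's mean inhibition across all tested compounds plus 3 SD, cut at about 9.5% in these data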;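 note: 0% = DMSO only and 100% = 100 µM cantharidin control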
procasp7 counter: counter-screen: procaspase-7 (human) activation | activation, % at 8.5 µM | recombinant procaspase-7, Ac-DEVD-pNA absorbance 405 nm; D23A/D198A/D206A triple mutant, cannot self-cleave; scale: DMSO 0, 5 µM enzyme 100 | actives 0.093% (n = 330,000) | P55210;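 active = percent activation above the screen-wide mean plus 3 SD, cut at about 25% in these data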
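Test system: Procaspase-7 triple mutant (PC-7 D3A). Also added: Ac-DEVD-pNA substrate, 400 µM as added. Schedule: 1 h enzyme–compound preincubation and 2 h substrate reaction, both 25 °C. Signal: p-Nitroaniline absorbance at 405 nm, read at 0 and 120 min. Control set: low DMSO alone, high DMSO plus 5 µM PC-7.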
GRK2 inh: blocks RNA aptamer binding to human GRK2. P25098. bead flow cytometry, FAM-aptamer displacement from GRK2. inhibition of aptamer binding, % at 10 µM. actives 0.59% (n = 330,000). AID 488847;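 active = inhibition of aptamer binding above 40%, roughly 3 SD of noise, on plates passing a quality check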;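 note: median bead fluorescence of bound FAM aptamer so fluorescent compounds give negative values; no value below 0 was filed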
Target sequence (P25098 whole entry, looked up): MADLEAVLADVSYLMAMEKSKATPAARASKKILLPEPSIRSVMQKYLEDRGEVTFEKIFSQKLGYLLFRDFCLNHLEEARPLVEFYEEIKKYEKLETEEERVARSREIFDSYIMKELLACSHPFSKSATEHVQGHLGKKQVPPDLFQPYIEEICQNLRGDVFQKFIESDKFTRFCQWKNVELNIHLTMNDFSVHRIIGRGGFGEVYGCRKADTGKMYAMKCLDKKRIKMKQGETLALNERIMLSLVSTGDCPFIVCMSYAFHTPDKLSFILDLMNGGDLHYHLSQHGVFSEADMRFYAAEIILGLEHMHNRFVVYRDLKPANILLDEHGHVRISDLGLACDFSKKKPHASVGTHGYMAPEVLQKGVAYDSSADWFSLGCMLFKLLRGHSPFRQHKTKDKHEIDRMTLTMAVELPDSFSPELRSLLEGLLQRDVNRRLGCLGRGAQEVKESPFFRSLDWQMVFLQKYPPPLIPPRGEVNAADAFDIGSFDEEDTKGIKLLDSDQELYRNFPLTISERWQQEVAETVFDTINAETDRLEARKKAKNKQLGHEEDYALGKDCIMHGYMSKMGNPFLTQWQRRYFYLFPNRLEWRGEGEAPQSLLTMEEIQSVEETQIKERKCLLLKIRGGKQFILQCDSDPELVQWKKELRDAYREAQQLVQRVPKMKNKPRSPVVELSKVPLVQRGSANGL
Numbers without * were called inactive; i = inactive; / = no result given; & = joins results of further samples.

item	SMILES	core dimer inh	VLA-4 inh	Fh CTSL1 inh	GASC-1 inh	PP1 counter	proCasp3 act	PP5 primary	procasp7 counter	GRK2 inh
1	O=C(COc1ncnc2ccccc12)Nc1ccc(S(=O)(=O)N2CCOCC2)cc1	8	-3	-2	2	-6	4	-0.7	-4	0
2	O=C(O)COc1ccc(F)cc1Br	-6	-2	-4	-8	0	-2	0.1	4	0
3	CCc1ccc(N2C(=O)CC(N3CCN(Cc4ccc5c(c4)OCO5)CC3)C2=O)cc1 (stereo not drawn)	2	6	-4	-7	-1	-20	0.9	-9	0
4	OCCCNc1nc(-c2ccc(Cl)cc2)nnc1-c1ccc(Br)cc1	5	16	2	3	-1	3	2.0	3	0
5	CNC(=O)C1CCN(S(=O)(=O)c2c(C)noc2/C=C/c2ccc(OC)cc2)CC1	9	-13	4	-4	-2	5	-0.8	2	0
6	CCc1ccc(CN2CCC(C(=O)Nc3ccc(Oc4ccccc4)nc3)CC2)o1	8	i	-2	27	-1	0	1.3	6	0
7	Cc1ccc(CNC(=O)C2COc3ccccc3O2)cc1 (stereo not drawn)	-2	11	-1	-6	1	-1	-1.0	3	0
8	COc1ccc(NC(=O)CN(C)C(=O)c2ccc(N3CCCCC3)c([N+](=O)[O-])c2)cc1	2	3	-8	-3	5	-2	1.9	5	0
9	Cc1ccc(C(=O)Nc2ccc3c(c2)OCO3)cc1S(=O)(=O)N1CCCCC1	16	22	-9	6	12	0	4.2	6	3
10	O=C(/C=C/c1ccc(F)cc1)NC(=S)N1CCCCC1c1cccnc1 (stereo not drawn)	-6	-48	3	0	3	-23	1.9	-22	0
11	COc1cc(C(C)=O)ccc1OCC(=O)c1cc(C)n(C2CC2)c1C	5	8	1	-1	3	2	1.1	-2	2
12	O=C(c1ccccc1)c1c[nH]c(C(=O)NCCCn2ccnc2)c1	-2	8	2	-3	-5	1	-0.8	-3	0
13	COc1cc(CSC)nc(-c2ccccc2)n1	-1	1	-5	5	-3	-1	2.1	-3	2
14	O=C(Nc1cccc2c1[nH]c1ccccc12)C(F)(F)F	-6	10	-5	-3	-24	-11	3.6	-5	2
15	Cc1nc(C)n(CC(O)COc2ccc(C(=O)c3ccccc3)cc2)n1 (stereo not drawn)	-10	-7	2	124	-3	2	1.7	0	3
16	Cc1ccc(NC(=O)N2CCN(Cc3ccc4c(c3)OCO4)CC2)cc1	-2	3	1	1	0	5	1.7	1	2
17	Cc1ccc(C)c(S(=O)(=O)c2c(C)cc(C)[nH]c2=O)c1	-11	15	2	-4	-1	20	1.7	-8	1
18	Cc1nnc2sc(-c3csc4c3CCCC4)nn12	13	-4	-1	-3	-2	7	-0.7	-7	2
19	Cc1cc(NCCCO)n2nc(-c3cccs3)cc2n1	-7	8	-2	-19	2	11	1.5	2	1
20	CCOc1ccc(CCNC(=O)c2cccc(-n3cnnn3)c2)cc1OCC	/	2	/	-1	5	8	1.4	0	0
21	CSc1nc(C(=O)N2CCCC(N3CCN(c4ccccc4C)CC3)C2)cs1 (stereo not drawn)	0	7	0	-35	-4	-5	0.8	3	0
22	COc1ccccc1NC(=S)Nc1ccccn1	-12	8	-3	-11	-2	-1	3.4	-6	1
23	O=C(NC1CC2CCCC(C1)N2C(=S)Nc1ccc(Cl)cc1)C1CC1 (stereo not drawn)	-5	13	-3	-8	1	1	2.3	-2	0
24	CC12CCCCC1N(O)C(=O)C(=O)N2O (stereo not drawn)	-7	13	0	0	2	0	1.9	-5	1
25	Cc1cccc(C)c1NC(=O)c1ccc(CN2CCc3ccccc3C2)cc1	4	17	0	-4	2	8	0.8	-4	0
26	CC1=C(C(=O)N(C)C)C(c2ccc(C)s2)NC(=S)N1 (stereo not drawn)	-7	-1	-4	17	-4	-7	-0.5	-1	0
27	Cc1ccc(NC2CCCN(C(=O)CN3C(=O)c4ccccc4C3=O)C2)cc1C (stereo not drawn)	1	-5	0	37	-1	7	3.5	5	0
28	CCOC(=O)c1ccc(NS(=O)(=O)c2ccc3c(c2)oc(=O)n3C)cc1	-1	29	3	-4	-2	-4	-0.6	-1	0
29	O=C(Cc1cccc2ccccc12)N/N=C/c1ccncc1	-20	29	3	7	-5	-1	-1.7	11	4
30	COCCN(Cc1cc2c(C)cc(C)cc2nc1Cl)C(=O)c1ccccc1F	6	7	-2	14	6	8	-0.3	5	2
31	NC(=O)C(=O)N/N=C/c1cccc(C(F)(F)F)c1	-2	4	3	5	0	0	-1.5	0	61*
32	Cc1cc(NC(=O)CN2CCOCC2)n(-c2ccccc2)n1	-1	3	2	-1	-3	0	-3.7	7	0
33	O=C(COc1ccccc1)Nc1cccc(-c2cn3cccnc3n2)c1	12	4	1	37	2	3	2.9	-2	1
34	O=C(Cn1c(=O)oc2ccccc21)N1CCCC1	-12	1	5	5	-5	-4	-2.0	-3	0
35	CCCNC(=O)NC(=O)CN1CCCC1c1ccc2c(c1)OCCO2 (stereo not drawn)	-13	26	5	8	-2	3	2.1	3	0
36	O=C(COc1ccccc1[N+](=O)[O-])Nc1ccc(N2CCN(C(=O)c3cccs3)CC2)cc1	9	-1	-1	3	-3	3	4.2	11	0

Along the list, as entered above.
Compounds 26 to 34 in PP5 primary, in turn: -0.5, 3.5, -0.6, -1.7, -0.3, -1.5, -3.7, 2.9, -2.0
Compounds 26 to 34 in GASC-1 inh, in turn: 17, 37, -4, 7, 14, 5, -1, 37, 5

Next structures
item	SMILES	core dimer inh	VLA-4 inh	Fh CTSL1 inh	GASC-1 inh	PP1 counter	proCasp3 act	PP5 primary	procasp7 counter	GRK2 inh
37	COC(=O)C(C)NC(=O)c1cn(-c2ccccc2OC)c(=O)c2ccccc12 (stereo not drawn)	0	5	-2	i	-3	-2	1.5	1	1
38	COc1ccc(/C=C2\SC(=O)NC2=S)cc1OC	-7	8	-1	-5	1	-12	1.0	-25	1
39	CC1=C(C)CC(C(=O)Nc2nc(-c3ccc(C)cc3C)c(C)s2)C(C(=O)O)C1 (stereo not drawn)	10	2	-1	8	0	-8	2.4	0	0
40	O=C(NCCN1CCCC1)c1ccccc1Cl	-1	7	-1	-15	-1	2	3.0	8	0
41	Cc1ccc(-n2nc3c(c2NC(=O)C2CCCC2)CS(=O)(=O)C3)cc1	11	5	0	-4	-3	0	-0.7	-3	1
42	Cc1c(C(=O)N(Cc2ccc(F)cc2)C2CCS(=O)(=O)C2)oc2ccccc12 (stereo not drawn)	5	0	2	0	-5	0	-1.7	-3	4
43	CCn1cc(C(=O)N2CCc3ccccc32)c(=O)c2cc(S(=O)(=O)N3CCCC3)ccc21	-8	-2	1	-3	3	3	0.0	-6	1
44	O=C(O)Cc1ccc(C(=O)c2ccc(Cl)cc2)s1	2	8	0	-18	-1	-5	0.6	8	1
45	Cc1cc(C)nc(N2CCCC(C(=O)Nc3ccc4c(c3)OCO4)C2)n1 (stereo not drawn)	-2	-86	1	6	-4	0	3.8	-6	0
46	Cc1ccc(-c2cc(Cc3ccccc3)c(=O)[nH]n2)cc1	2	10	7	-14	2	9	-0.9	1	0
47	COc1ccccc1NC(=O)NCCN1CCN(c2cccc(Cl)c2)CC1	-1	-12	-6	4	0	-1	4.2	8	0
48	O=C(NNS(=O)(=O)c1ccc(F)cc1F)c1csc(-c2cccnc2)n1	-1	21	-3	0	-5	-12	2.1	5	2

Compound profiles (already shown). Screens in order: core dimer inh	VLA-4 inh	Fh CTSL1 inh	GASC-1 inh	PP1 counter	proCasp3 act	PP5 primary	procasp7 counter	GRK2 inh
O=C(O)Cc1ccc(C(=O)c2ccc(Cl)cc2)s1 reads 2	8	0	-18	-1	-5	0.6	8	1
O=C(NCCN1CCCC1)c1ccccc1Cl reads -1	7	-1	-15	-1	2	3.0	8	0
CC1=C(C)CC(C(=O)Nc2nc(-c3ccc(C)cc3C)c(C)s2)C(C(=O)O)C1 (stereo not drawn) reads 10	2	-1	8	0	-8	2.4	0	0

Continued:
item	SMILES	core dimer inh	VLA-4 inh	Fh CTSL1 inh	GASC-1 inh	PP1 counter	proCasp3 act	PP5 primary	procasp7 counter	GRK2 inh
49	CC(C)CCOc1ccc(C(=O)O)cc1	-2	13	2	-2	-6	5	-1.9	10	2
50	CCN(CC(=O)Nc1c(F)cccc1F)C(=O)c1cccnc1SC	7	-2	-1	-14	1	8	0.2	17	0
51	CCOC(=O)Cc1csc(NS(=O)(=O)c2ccccc2)n1	-5	18	-4	6	-1	0	0.8	0	2
52	CCc1cccc2c(C(=S)N3CCCC3)c[nH]c12	-6	-13	-2	-4	1	-2	-0.2	11	0
53	CN(C)c1ccc(/C=N/c2cc(-c3ccccc3)nn2-c2ccccc2)cc1	-3	10	-3	22	-8	2	-1.0	-10	0
54	CCc1ncc(C(O)c2cccc(OC)c2OC)n1C (stereo not drawn)	0	8	0	28	2	13	-0.9	-3	2
55	Cc1ccccc1C(=NCCCN(C)C)c1ccccc1C	-8	0	-1	-5	-1	-6	0.1	-7	2
56	CCOCN(C(=O)Cn1c(COC)nc2ccccc21)c1c(C)cccc1CC	2	20	2	1	4	6	3.0	3	2
57	C#CCOCCOCCOCCNc1nc(N2CCN(C(=O)[C@H](CCC(=O)O)n3cc(C(N)CC(C)C)nn3)CC2)nc(N2CCN(C(=O)[C@H](Cc3ccc(O)cc3)n3cc(C(N)CC(C)C)nn3)CC2)n1 (stereo partly drawn)	0	2	0	-2	2	-2	-1.2	4	3
58	COC(=O)c1sccc1NC(=O)CC1C(=O)NCCN1C(=O)c1c(F)cccc1Cl (stereo not drawn)	0	18	-1	/	-1	-8	-1.4	4	2
59	COc1ccccc1N1CCN(C(=O)c2ccc(S(=O)(=O)N3CCCCCC3)cc2)CC1	11	5	-2	-27&-2	-1	6	2.9	-5	1
60	Cc1ccn2c(NC3CCCC3)c(-c3ccncc3)nc2c1	-7	2	4	-7	-1	-5	2.7	-6	2
61	Cc1nc(-c2nnc(SCC(=O)Nc3ccc(Cl)cc3)n2C)cs1	3	40	0	-2	0	4	2.9	3	0
62	COc1ccc(CN(C)CC(=O)NC(=O)NC2CCCCC2)cc1	/	-4	/	-4	-4	0	-1.5	9	0
63	COC(=O)[C@@H]1CCCN1C(=O)CCc1nnc(CCC2CCCCC2)o1	-3	-4	2	0	0	0	-0.5	8	0
64	CCCCC1(CCCC)NC(=S)N(Nc2ccc(C)cc2)C1=O	-2	5	4	3	1	-4	3.3	-7	0
65	O=C(CNC(c1ccccc1)c1ccccc1)Nc1ccccc1-c1ccccc1	1	/	0	-6	4	7	3.9	-1	0
66	NS(=O)(=O)c1ccccc1	-1	-125	-1	0	1	3	-1.3	-2	3
67	CCn1c(-c2ccccc2O)n[nH]c1=S	-6	1	4	3	-2	-5	-0.5	0	0
68	COC(=O)c1ccc(-n2c(CCC(=O)O)ccc2-c2ccc(C)cc2)cc1	11	11	-1	-7	6	-10	1.2	-2	0
69	COc1ccc(OC)c(/C=N/c2c(-c3ccc(O)c(OC)c3)nc3ccccn23)c1	-39	51*	2	-25	5	-6	0.2	6	0
